TEAD-YAP inh: TEAD-YAP interaction inhibition; HEK-TIYL cells, TEAD-Gal4/YAP UAS-luciferase luminescence; inhibition, % at 9.12 µM; actives 1.4% (n = 640,000); in the data active = inhibition above about 32%;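 also: 0% = median of test compound wells and 100% = reference inhibitor wells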
MITF primary: human MITF inhibition, primary screen; actives 0.91% (n = 650,000); O75030; AlphaScreen MITF homodimerization, bead proximity signal; inhibition, % at 2.6 µM; AID 1259374; in the data active = inhibition above about 50%;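 also: 0% = vehicle wells with protein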
Target sequence (O75030 whole entry, looked up): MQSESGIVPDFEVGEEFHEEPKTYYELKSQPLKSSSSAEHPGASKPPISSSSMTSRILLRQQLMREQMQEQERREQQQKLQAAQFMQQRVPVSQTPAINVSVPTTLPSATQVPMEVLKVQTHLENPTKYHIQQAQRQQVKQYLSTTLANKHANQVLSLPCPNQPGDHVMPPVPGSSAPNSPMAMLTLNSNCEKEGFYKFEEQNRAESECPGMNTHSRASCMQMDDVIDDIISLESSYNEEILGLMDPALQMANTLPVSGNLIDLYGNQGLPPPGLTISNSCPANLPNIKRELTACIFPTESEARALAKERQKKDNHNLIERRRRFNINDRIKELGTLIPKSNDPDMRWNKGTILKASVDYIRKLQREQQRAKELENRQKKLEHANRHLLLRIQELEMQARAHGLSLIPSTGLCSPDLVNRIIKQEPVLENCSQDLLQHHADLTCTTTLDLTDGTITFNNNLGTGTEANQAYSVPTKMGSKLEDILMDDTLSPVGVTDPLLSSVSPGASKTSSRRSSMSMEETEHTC
GPR151 ag: activators of human GPR151; Q8TDV0; PathHunter beta-arrestin GPR151 cells, luminescence; activation, % at 11.2 µM; actives 1% (n = 650,000); AID 1508602; in the data active = activation above about 4.9%;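 also: 0% = median of compound wells and 100% = cells with positive control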
Target sequence (Q8TDV0 whole entry, looked up): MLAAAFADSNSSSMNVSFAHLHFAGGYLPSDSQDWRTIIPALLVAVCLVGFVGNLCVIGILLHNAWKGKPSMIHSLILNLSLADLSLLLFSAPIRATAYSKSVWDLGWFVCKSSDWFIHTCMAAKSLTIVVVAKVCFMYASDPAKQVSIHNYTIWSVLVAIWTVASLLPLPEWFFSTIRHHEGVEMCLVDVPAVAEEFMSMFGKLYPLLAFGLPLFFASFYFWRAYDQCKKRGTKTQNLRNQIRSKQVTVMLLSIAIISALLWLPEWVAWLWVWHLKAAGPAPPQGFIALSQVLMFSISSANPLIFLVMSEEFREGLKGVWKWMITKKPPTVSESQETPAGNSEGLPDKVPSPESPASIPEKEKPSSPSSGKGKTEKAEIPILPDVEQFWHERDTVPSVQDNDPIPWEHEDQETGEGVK
FBW7 act: activators of human E3 ligase FBW7 | actives 0.13% (n = 650,000) | AlphaScreen FBW7–phospho-cyclin E peptide binding, activator screen | normalized activity (activation), % at 26.1 µM | Q969H0; in the data active = normalized activity above about 1.9%;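 also: purified mutant Fbw7 with reduced substrate affinity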
* = called active by the depositor; & = joins results of further samples. These rows are one share of the data. The share of hits here may be higher or lower than overall.

COC(=O)c1ccc([C@H]2[C@H](C(N)=O)N3C=C(C(C)=O)C=C[C@H]3[C@]2(C#N)C(=O)OC)cc1 was read as TEAD-YAP inh -1.3, MITF primary 10.9, GPR151 ag -0.5 and FBW7 act 0.0.
Cc1cccc(C2C(C#N)=C(N)Oc3c2c(=O)oc2ccccc32)c1 (stereo not drawn) was read as TEAD-YAP inh 4.0, MITF primary 5.0, GPR151 ag 0.5 and FBW7 act -0.1.
For Cc1ccc2onc(CC(=O)N3CCN(C4CCCCC4)CC3)c2c1 the results were TEAD-YAP inh -0.4, MITF primary 10.2, GPR151 ag 0.5 and FBW7 act 0.2.
For Cc1ccccc1-n1c(/C=C/c2cc(Br)ccc2O)nc2ccccc2c1=O the results were TEAD-YAP inh 6.0, MITF primary 1.1, GPR151 ag 0.4 and FBW7 act 0.0.
Screening Cc1ccccc1NC1(C#N)CCCCC1 returned TEAD-YAP inh 6.9, MITF primary 5.5, GPR151 ag -0.1 and FBW7 act -0.1.
For COc1ccccc1-n1c(/C=C/c2cc(Br)ccc2O)nc2ccccc2c1=O the results were TEAD-YAP inh -1.2, MITF primary 9.0, GPR151 ag 0.2 and FBW7 act 0.8.
`CC(=O)NC(C(=O)NCc1ccccc1)C(C)C` (stereo not drawn) gave TEAD-YAP inh -3.7, MITF primary -3.3, GPR151 ag -1.9 and FBW7 act 0.0.
CN1CCC(N(C)c2ncnc3sc4c(c23)CCC4)CC1 was read as TEAD-YAP inh -8.3, MITF primary 28.8, GPR151 ag 0.8 and FBW7 act -0.1.
For COc1cccc(/C=C/c2nc3ccccc3c(=O)n2-c2ccc(F)c(Cl)c2)c1 the results were TEAD-YAP inh -5.7, MITF primary -2.2, GPR151 ag -0.2 and FBW7 act -0.1.
OC1(c2ccccc2)C[N+]2=C(CCCCC2)N1Cc1ccccc1 (stereo not drawn) was read as TEAD-YAP inh -7.2, MITF primary 16.0, GPR151 ag -1.9 and FBW7 act 0.7.
`Cc1ccccc1Cc1c(C)nc2c(C(=O)N3CCC4(CC3)OCCO4)cnn2c1C` gave TEAD-YAP inh -8.9, MITF primary 11.2, GPR151 ag -1.3 and FBW7 act -0.1.
`CCOC(=O)C1C2NC(=S)N(CCc3ccccc3)C1(C)Oc1c(OC)cccc12` (stereo not drawn) gave TEAD-YAP inh 6.8, MITF primary 29.9, GPR151 ag 0.6 and FBW7 act 0.0.
For Cc1ccc(-n2c(/C=C\c3ccc(F)cc3)nc3ccccc3c2=O)cc1Cl the results were TEAD-YAP inh 4.6, MITF primary -1.4, GPR151 ag -1.4 and FBW7 act 0.1.
For CN1CC=C(c2noc(CCC(=O)N3CCN(c4ccccn4)CC3)n2)CC1 the results were TEAD-YAP inh -10.6, MITF primary 19.0, GPR151 ag -0.1 and FBW7 act 0.7.
For Cc1cccc(NC2=NCCCS2)c1 the results were TEAD-YAP inh -10.3, MITF primary -12.0, GPR151 ag 0.2 and FBW7 act 0.0.

Some of these compounds in order of count of non-hydrogen atoms, falling:
COC(=O)c1ccc([C@H]2[C@H](C(N)=O)N3C=C(C(C)=O)C=C[C@H]3[C@]2(C#N)C(=O)OC)cc1 was read as TEAD-YAP inh -1.3, MITF primary 10.9, GPR151 ag -0.5 and FBW7 act 0.0.
`CCOC(=O)C1C2NC(=S)N(CCc3ccccc3)C1(C)Oc1c(OC)cccc12` (stereo not drawn) gave TEAD-YAP inh 6.8, MITF primary 29.9, GPR151 ag 0.6 and FBW7 act 0.0.
For COc1cccc(/C=C/c2nc3ccccc3c(=O)n2-c2ccc(F)c(Cl)c2)c1 the results were TEAD-YAP inh -5.7, MITF primary -2.2, GPR151 ag -0.2 and FBW7 act -0.1.
For CN1CC=C(c2noc(CCC(=O)N3CCN(c4ccccn4)CC3)n2)CC1 the results were TEAD-YAP inh -10.6, MITF primary 19.0, GPR151 ag -0.1 and FBW7 act 0.7.
Cc1cccc(C2C(C#N)=C(N)Oc3c2c(=O)oc2ccccc32)c1 (stereo not drawn) was read as TEAD-YAP inh 4.0, MITF primary 5.0, GPR151 ag 0.5 and FBW7 act -0.1.
OC1(c2ccccc2)C[N+]2=C(CCCCC2)N1Cc1ccccc1 (stereo not drawn) was read as TEAD-YAP inh -7.2, MITF primary 16.0, GPR151 ag -1.9 and FBW7 act 0.7.
`CC(=O)NC(C(=O)NCc1ccccc1)C(C)C` (stereo not drawn) gave TEAD-YAP inh -3.7, MITF primary -3.3, GPR151 ag -1.9 and FBW7 act 0.0.
For Cc1cccc(NC2=NCCCS2)c1 the results were TEAD-YAP inh -10.3, MITF primary -12.0, GPR151 ag 0.2 and FBW7 act 0.0.

(further entries)
Screening c1ccc(CCNCc2c[nH]c3ccccc23)cc1 returned TEAD-YAP inh -3.7, MITF primary 17.8, GPR151 ag -0.3 and FBW7 act 0.2.
For CCOC(=O)c1c(C)n(CC(C)C)c2ccc(OC(C)=O)cc12 the results were TEAD-YAP inh -11.8, MITF primary 4.3, GPR151 ag -1.5 and FBW7 act 0.1.
O=C1CC(=O)N(c2ccc(Cl)c(Cl)c2)C(=S)N1 was read as TEAD-YAP inh -2.7, MITF primary 6.2, GPR151 ag 0.0 and FBW7 act 0.2.
For CN(C)c1ccc(CN2CCN(c3ccc(F)cc3)CC2)cc1 the results were TEAD-YAP inh -5.1, MITF primary 20.8, GPR151 ag 1.3 and FBW7 act -0.1.
NCCc1c[nH]c2ccc(C(N)=O)cc12 was read as TEAD-YAP inh -6.9, MITF primary -13.0&3.4, GPR151 ag 0.0&-0.4 and FBW7 act -0.1&0.0.
`O=c1c2ccccc2nc(/C=C\c2cccc(Br)c2)n1-c1cccc([N+](=O)[O-])c1` gave TEAD-YAP inh 11.1, MITF primary 7.8, GPR151 ag 3.0 and FBW7 act 0.1.
Screening O=C(Nc1ccc(Cl)cc1)OC1CN2CCC1CC2 (stereo not drawn) returned TEAD-YAP inh -49.7, MITF primary -112.1, GPR151 ag 0.0 and FBW7 act 0.2.
Cc1ccc2cc3c(nc2n1)CCN(CCc1cccs1)C3 was read as TEAD-YAP inh -11.6, MITF primary -3.3, GPR151 ag -0.6 and FBW7 act 0.0.
Screening CCCN1C[C@H](C)N([C@H](c2ccc(C(=O)N(CC)CC)cc2)c2cccc(OC)c2)C[C@H]1C returned MITF primary 1.2, GPR151 ag 2.3 and FBW7 act -0.1.
Screening CNC(=O)Oc1cc([N+](=O)[O-])cc2cccnc12 returned TEAD-YAP inh 74.5*, MITF primary 96.0*, GPR151 ag -0.6 and FBW7 act -1.3.
`Cc1ccc(S(=O)(=O)N(C)CN/C(N)=N/[N+](=O)[O-])cc1` gave TEAD-YAP inh -13.5, MITF primary -5.4, GPR151 ag 1.1 and FBW7 act 0.1.
`COc1ccc(NC(=S)N2CC3CC(C2)c2cccc(=O)n2C3)cc1` (stereo not drawn) gave TEAD-YAP inh 0.9, MITF primary 5.6, GPR151 ag -0.2 and FBW7 act -0.1.
COc1ccccc1-n1c(-c2ccoc2)nc2ccccc2c1=O was read as TEAD-YAP inh -4.8, MITF primary -5.1, GPR151 ag -0.4 and FBW7 act -0.3.
Screening Cc1n[n+]2c3c(cnc2s1)CC/C3=C/c1ccccc1 returned TEAD-YAP inh -7.9, MITF primary -2.4, GPR151 ag 0.0 and FBW7 act 0.1.
`Cc1ccccc1C1C=C(c2cccnc2)Nc2ncnn21` (stereo not drawn) gave TEAD-YAP inh -4.0, MITF primary -0.2, GPR151 ag 0.8 and FBW7 act -0.2.
`CCCC1N2CC3(C)CN1CC(C)(C2)C3=O` (stereo not drawn) gave TEAD-YAP inh -7.1, MITF primary 17.6, GPR151 ag -0.7 and FBW7 act 0.0.
For COc1ccc(CN2CCN(C)CC2)c(OC)c1C the results were TEAD-YAP inh 5.5, MITF primary 38.9, GPR151 ag 0.3 and FBW7 act 0.0.
`CCCCC/C=C\C/C=C\C/C=C\C/C=C\CCCC(=O)NCCc1c[nH]c2ccc(O)cc12` gave MITF primary -2.4 and GPR151 ag 0.5.
CC(C)C(=O)Nc1ccc(S(=O)(=O)N2CC3CC(C2)c2cccc(=O)n2C3)cc1 (stereo not drawn) was read as TEAD-YAP inh 2.5, MITF primary 8.4, GPR151 ag 13.1* and FBW7 act 0.0.
`O=[N+]([O-])c1ccc(NCCOc2cccc3ccccc23)c2ncccc12` gave TEAD-YAP inh 3.1, MITF primary -3.5, GPR151 ag 1.2 and FBW7 act -0.1.
For CSc1ncc(/C=C2/C(=O)NC(=O)N(C)C2=O)cn1 the results were TEAD-YAP inh 0.8, MITF primary -8.6, GPR151 ag -1.1 and FBW7 act -0.2.
For COc1cccc(-n2c(/C=C/c3ccccc3F)nc3ccccc3c2=O)c1 the results were TEAD-YAP inh -3.2, MITF primary 7.5, GPR151 ag 0.4 and FBW7 act 0.1.
Screening Nc1ccc2c(c1)Cc1cc(N)ccc1-2 returned TEAD-YAP inh -2.2, MITF primary 7.9, GPR151 ag -0.9 and FBW7 act -0.1.
`CN(C)C(=O)Oc1ccc2cc(-c3ccccc3)c(=O)oc2c1` gave TEAD-YAP inh -10.9, MITF primary 11.1, GPR151 ag -4.2 and FBW7 act 0.1.
O=C(O)CCC1NCC2CC1CN1CCCC[C@@H]21 (stereo partly drawn) was read as TEAD-YAP inh 10.6&10.4, MITF primary 8.9&5.7, GPR151 ag 1.2&-1.2 and FBW7 act 0.0&0.2.
For COc1ccc(CN2CCN(CC(C)C)C(CCO)C2)c(OC)c1 (stereo not drawn) the results were TEAD-YAP inh -4.1, MITF primary 2.2, GPR151 ag -0.4 and FBW7 act -0.1.
C[C@]12CC[C@H]3[C@@H](CCC4=CC(=O)CC[C@@H]43)[C@@H]1CC[C@@H]2O was read as MITF primary 9.0, GPR151 ag 0.5 and FBW7 act -0.1.
`CCN(CC)C(=O)c1ccc(NC(=O)COc2ccc(C=O)cc2Br)cc1` gave TEAD-YAP inh 13.3, MITF primary -10.2, GPR151 ag 0.5 and FBW7 act -0.1.
Screening Cc1ccc2c(c1)C1CN(C)CCC1N2C(=O)Nc1ccccc1 (stereo not drawn) returned TEAD-YAP inh -2.7, MITF primary 5.4, GPR151 ag 0.6 and FBW7 act 0.1.
For Oc1ccc2c3c1O[C@H]1[C@@H](O)CC[C@@]4(O)C(C2)N(CC2CCC2)CCC314 (stereo partly drawn) the results were TEAD-YAP inh 0.6, MITF primary 0.4&4.3, GPR151 ag 1.8&1.4 and FBW7 act 0.6&-0.1.
CCOC(=O)C1C2NC(=S)N[C@@]1(C)Oc1ccccc12 (stereo partly drawn) was read as TEAD-YAP inh -2.3, MITF primary 0.9, GPR151 ag -0.3 and FBW7 act 0.0.
O=C(c1ccc(Cl)c(Cl)c1)C12CN3CN(CN(C3)C1)C2 was read as TEAD-YAP inh 8.0, MITF primary 20.2, GPR151 ag 0.4 and FBW7 act 0.4.
Screening Cc1ccc(Cn2cccc(C(=O)Nc3cc(Cl)ccc3C#N)c2=O)cc1 returned TEAD-YAP inh 1.4, MITF primary -8.9, GPR151 ag 0.0 and FBW7 act 0.1.
For CCOc1ccc(-c2cc(C(=O)N3CCC4(CC3)OCCO4)c3ccccc3n2)cc1 the results were TEAD-YAP inh -16.4, MITF primary 7.8, GPR151 ag -0.1 and FBW7 act -0.1.
Screening COc1cc(Br)cc(C=C2C(=O)NC(=O)NC2=O)c1O returned TEAD-YAP inh 6.6, MITF primary -6.6, GPR151 ag -0.7 and FBW7 act -1.5.
Screening CCN(CC)P(=S)(c1ccc(/C=N/NC(N)=O)s1)N(CC)CC returned TEAD-YAP inh -2.7, MITF primary 0.4, GPR151 ag -1.1 and FBW7 act 0.6.
`COc1cc(OC)c(C=O)c(OC(=O)N(C)C)c1` gave TEAD-YAP inh -3.1, MITF primary 14.3, GPR151 ag -0.1 and FBW7 act 0.1.
CN1CCCCC1c1ccc(-c2cccnc2)nc1 (stereo not drawn) was read as TEAD-YAP inh -8.0, MITF primary -1.9, GPR151 ag 0.0 and FBW7 act 0.0.
For CN1CCN(CCC(=O)OC2CC3CCC(C2)N3C)CC1 (stereo not drawn) the results were TEAD-YAP inh 4.5, MITF primary 8.8, GPR151 ag 1.0 and FBW7 act 0.1.
Screening Cc1ccc(P(=S)(c2ccc(C)o2)N2CCOCC2)o1 returned TEAD-YAP inh -1.6, MITF primary 12.6, GPR151 ag -0.2 and FBW7 act -0.1.
For N/C(=N\N=C\c1ccccc1)N[N+](=O)[O-] the results were TEAD-YAP inh -2.3, MITF primary 12.5, GPR151 ag -0.3 and FBW7 act 0.8.
Screening CCCC(C)n1[nH]c(=O)c2c1NC(=O)CSC2c1ccc(OCC)cc1 (stereo not drawn) returned TEAD-YAP inh -15.1, MITF primary -12.8, GPR151 ag -1.5 and FBW7 act 0.3.
For CCOC(=O)CC1NC2CCCCC2NC1=O (stereo not drawn) the results were TEAD-YAP inh -3.6, MITF primary 10.7, GPR151 ag 1.9 and FBW7 act 0.2.
For COC(=O)C1=C(N)OC2=C(C(=O)CCC2)C12C(=O)N(C)c1ccccc12 (stereo not drawn) the results were TEAD-YAP inh 6.5, MITF primary 6.0, GPR151 ag 1.2 and FBW7 act -0.1.
Screening N#Cc1ccc(NC(=O)CSc2ccc(F)cc2)cc1Cl returned TEAD-YAP inh -3.1, MITF primary 4.8, GPR151 ag 0.4 and FBW7 act 0.3.
Screening CC1=C(C(=O)OC(C)(C)C)C2(C(=O)N(C)c3ccccc32)C(C#N)=C(N)O1 (stereo not drawn) returned TEAD-YAP inh -1.7, MITF primary 19.6, GPR151 ag -1.3 and FBW7 act 0.2.
For COc1ccc(C)cc1NC(=O)N(Cc1cccnc1)C1CCN(Cc2ccncc2)CC1 the results were TEAD-YAP inh -9.1, MITF primary -0.6, GPR151 ag 1.4 and FBW7 act -0.2.
For Cn1cccc1/C=C1/C(=O)NC(=O)N(Cc2ccccc2)C1=O the results were TEAD-YAP inh 4.5, MITF primary 6.4, GPR151 ag 0.1 and FBW7 act -0.6.

Bioassay records (PubChem BioAssay)
